# All columns: NCI-60 one-dose screen, growth in % after 48 h at 10 µM unless noted; 100 = growth as untreated, 0 = no growth, -100 = all killed.
# CAKI-1 = CAKI-1 renal cancer; AID 1794772; hit rate 4.7% among 75,000
# OVCAR-3 = OVCAR-3 ovarian cancer. hit rate 7% among 79,000. AID 1794787
# OVCAR-8 = OVCAR-8 ovarian cancer; hit rate 4.4% among 81,000
# ACHN = ACHN renal cancer. hit rate 4.9% among 81,000
# OVCAR-4 = OVCAR-4 ovarian cancer cells. AID 1794784. hit rate 3.7% among 80,000
# A498 = A498 renal cancer cells. hit rate 5.4% among 76,000
# OVCAR-5 = OVCAR-5 ovarian cancer; AID 1794783; hit rate 2.9% among 82,000
# RXF 393 = RXF 393 renal cancer cells | hit rate 6.9% among 77,000 | AID 1794773
# * = called active by the depositor; x = no result given; & = joins results of further samples. The calls were made as follows: active = growth percent below 10; inactive = the rest. Compounds were not picked by outcome (roughly 10% active in at least one column).
SMILES,CAKI-1,OVCAR-3,OVCAR-8,ACHN,OVCAR-4,A498,OVCAR-5,RXF 393
Clc1ccc(CN(Cc2ccc(Cl)cc2)Cc2ccc(Cl)cc2Cl)cc1,95,99,106,112,99,92,115,99
CCCO/N=C/c1cccc(C)n1,92,112,105,109,116,99,125,118
CC1/C=C/C=C/CC/C=C/C=C/C=C/C=C/C(OC2OC(C)C(O)C(N)C2O)CC2OC(CC(O)C(O)CCC(O)CC(O)CC(O)CC(=O)OC(C)C(C)C1O)CC(O)C2C(=O)O (stereo not drawn),104,107,x,95,106,x,172,59
Cn1cc(-c2cc(-c3cn(C)c4ccc(Cl)cc34)on2)c2cc(Cl)ccc21,91,108,103,95,101,96,80,109
N#CC1=C(SCC(=O)NC2CCCCC2)NC(=O)CC1c1ccccc1F (stereo not drawn),93,104,110,107,91,79,101,89
O=C1CSC(c2ccc(O)cc2)N1c1nnc(Cn2cnnc2)o1 (stereo not drawn),79,15,x,108,89,100,96,x
Cc1cccc(C(=O)O)c1N,93,99,101,105,111,88,105,102
Cc1cc(SC#N)ncn1,99,100,96,98,103,102,115,105
CCCCCc1nnc(NC(=O)/C=C/c2cccc(F)c2)s1,100,172,44,105,105,109,117,117
O=[N+]([O-])c1ccc(/C=N\Nc2ccccc2)cc1,73,83,62,73,x,75,88,107
NC1CONC1=O (stereo not drawn),65,110,104,107,103,86,106,105
CN=c1scc(-c2ccc(OC)cc2)n1NC(=O)Cn1nc(-c2ccccc2)ccc1=O,95,102,99,102,102,100,110,108
COc1cc2c(cc1O)[C@H]1[C@H](c3ccccc3Cl)OC(=O)N1CC2,93,113,94,104,93,92,113,109
c1ccc2oc(-c3ccc(CCC4CC4)cc3)cc2c1,95,111,104,104,103,x,94,119
CC(C)(C)c1ccc(S(=O)(=O)Oc2ccc(NC(=O)c3ccc(Cl)cc3)cc2)cc1,79,95,x,99,95,83,93,100
CC1(COc2ccc3ncc(C#Cc4cncc(C(=O)Nc5ccc(C#N)c(C(F)(F)F)c5)c4)n3n2)COC1,103,x,102,102,110,x,109,x
O=C(Nc1cccc(C2=NCCN2)c1)c1cccc(C(=O)Nc2cccc(C3=NCCN3)c2)c1,93,x,101,101,95,111,96,102
COc1sc(/C=N/NC(=O)c2[nH]c3ccc(Br)cc3c2-c2ccccc2)cc1Cl,-46*,4.7*,-30*,-68*,30,9.4*,-29*,-26*
Cc1c(Cl)cccc1N=C=S,89,102,96,99,87,117,93,92
Clc1ccc(-c2nn(-c3ccccc3)cc2-c2nc3ccccc3o2)cc1,96,124,96,108,118,99,111,104
[2H]c1c(C([2H])([2H])CC)[nH]c(=S)[nH]c1=O,98,114,103,107,105,72,107,108
C#CCOCC1CN(c2ccccc2)C(=O)O1 (stereo not drawn),98,116,96,97,127,94,96,107
O=C(CNC1CCCCC1)Nc1cc(O)ccc1O,101,108,101,112,113,99,113,115
CCCCNC(=O)C(C)C,100,110,105,104,96,109,104,111
CC(C)N1C(=O)S/C(=C2/SC(=O)N(C(C)C)C2=O)C1=O,99,106,104,102,97,90,101,99
c1ccc(Cn2cc(-c3nc4ccccc4n3Cc3ccccc3)c3cccnc32)cc1,92,108,111,105,102,92,100,87
CCOC(=O)C#Cc1c(C(=O)OCC)nnn1[C@@H]1O[C@H](CO)[C@H]2OC3(CCCCC3)O[C@H]21,-100*,4.1*,95,-53*,56,110,105,9.9*
COc1nc2ccc(OC(C)C)cc2cc1-c1nc2c(cnn2-c2ccc(Br)cc2)c(=O)[nH]1,94,107,93,94,111,92,84,123
COc1ccc(CNCCNCc2ccc(OC)cc2)cc1,89,91,102,106,102,82,95,100
CC(CO)c1ccccc1 (stereo not drawn),x,109,104,102,107,111,92,110
O=C1NC(C(=O)NCc2ccc(Cl)cc2Cl)C/C1=C/N1CCOCC1 (stereo not drawn),x,110,114,110,111,91,110,109
C=C(C)[C@@H]1CC[C@]2(COCCC#N)CC[C@]3(C)[C@H](CC[C@@H]4[C@@]5(C)Cc6c([nH]c7ccccc67)C(C)(C)[C@@H]5CC[C@]43C)[C@@H]12,x,94,107,95,89,106,89,112
CC(=O)ON1CCCC(P(=O)(OCCSC(=O)C(C)(C)C)OCCSC(=O)C(C)(C)C)C1=O (stereo not drawn),24,10,11,20,30,-8.8*,89,-27*
CC(=O)Nc1ccc(S(=O)(=O)Oc2nccnc2N)cc1,93,102,102,104,124,112,100,115
Cc1ccc2c(c1)nc(-c1ccccc1)n2CC(=O)N=Nc1c(O)[nH]c2ccc(Br)cc12,-65*,-75*,-67*,-100*,-49*,-37*,-20*,-80*
O=C(NC(=S)Nc1ccc(-c2ccccc2)cc1)c1ccccc1,x,110,105,100,96,80,117,129
CC(C)(C)c1cc(C=NCc2ccco2)c(O)c(C(C)(C)C)c1,102,106,104,109,111,88,109,113
C=C1SC(=Nc2cccc(OC)c2)N(c2nc(Cl)nc(Cl)n2)C1(C)C,97,120,108,108,105,120,109,117
CO/N=C(/CN1CCN(c2cc3c(cc2F)c(=O)c(C(=O)O)cn3C2CC2)CC1)c1ccc(C)cc1,78,104,102,94,98,79,87,106
Cc1ccc(N)cn1,94,x,105,101,111,123,104,111
NS(=O)(=O)c1ccc(-n2cc(CN3CCN(C4CCCCC4)CC3)nn2)cc1,90,117,105,104,109,100,102,114
CC(=O)c1c(C)nc(-c2cc(C)cc(Cl)c2)nc1-c1cccc(Oc2ccccc2)c1,68,39,92,100,85,41,107,91
CCCCCCCCCCCCCCCCNC(=S)N/N=C/c1cccc([N+](=O)[O-])c1,105,105,97,103,97,109,115,100
CCOC(=O)c1ccc(N(CCC2CO2)S(=O)(=O)c2ccc(C)cc2)cc1 (stereo not drawn),88,x,94,104,113,106,104,113
C=C1c2c(C)nn(-c3ccc(N)cc3)c2N(C)C23CC1C1(C)c4c(C)nn(-c5ccc(N)cc5)c4N(C)C(C)(CC12)C3 (stereo not drawn),77,78,71,59,71,89,101,72
CCCC/C(=N/NC(N)=O)C(OC)OC,104,105,94,108,85,99,105,105
Cc1ccc(S(=O)(=O)NNC(=O)C(C)(C)C)cc1,x,116,106,109,109,101,105,100
CCOC(=O)c1ccc2c(c1)nc(NS(=O)(=O)c1ccc(C)cc1)n2-c1cc(OC)c(OC)c(OC)c1,101,113,98,105,103,105,104,96
Cc1c(Cl)ccc2c(=O)c(C(=O)O)c[nH]c12,96,110,103,98,x,110,102,112
Cc1ccc(NC(=O)Nc2ccc(Nc3ncnc4sc5c(c34)CCN(C(=O)CCl)C5)cc2)cc1Cl,83,101,87,92,115,83,103,100
COc1cc(/C=N/NC(=O)c2ccc(S(N)(=O)=O)cc2)ccc1O,94,x,101,103,103,88,95,111
Clc1ncccc1Nc1ccc2nnc(-c3ccncc3)n2n1,92,102,99,101,91,116,104,114
CC(C)=CCC[C@](C)(O)[C@H]1CC[C@]2(C)[C@@H]1CC[C@@H]1[C@@]3(C)Cc4nccnc4C(C)(C)[C@@H]3CC[C@]12C,70,90,101,85,90,91,90,94
Cc1cc(CSC(=N)N)c(C)cc1CSC(=N)N,81,118,102,97,94,88,103,97
C[C@]12CCC3c4ccc(OS(=O)(=O)O)cc4CCC3C1CCC2=O (stereo partly drawn),92,109,102,94,102,99,100,111
Clc1sc2ccccc2c1Cl,97,112,104,106,102,81,102,113
CC1=C(c2cc(-c3ccc(N(C)C)cc3)c(C#N)c(=O)[nH]2)C(c2ccccc2)NC(=S)N1 (stereo not drawn),98,105,104,103,97,119,103,x
COc1ccc2cc(C3=CC(=O)CCC3)ccc2c1,102,106,105,107,104,-88*,99,99
COc1ccc(-c2ccn(CCC(=O)N3CCOCC3)n2)cc1OC1CCCC1,92,115,99,99,96,x,106,118
C=C(C)[C@@H]1CC[C@]2(C(=O)N3CCN(C)CC3)CC[C@]3(C)[C@H](CC[C@@H]4[C@@](C)(CCC#N)[C@H](C(=C)C)CC[C@]43C)[C@@H]12,67,89,87,78,88,102,91,81

# Going on with the list.
SMILES,CAKI-1,OVCAR-3,OVCAR-8,ACHN,OVCAR-4,A498,OVCAR-5,RXF 393
COc1ccc(-c2nn(-c3ccccc3)cc2C2CC(c3cc4ccccc4oc3=O)=NN2C(C)=O)cc1 (stereo not drawn),95,111,104,106,107,107,105,127
COc1ccc(N(Cc2cc(OC)c(OC)c(OC)c2)C2OC(=O)c3ccccc32)cc1OC (stereo not drawn),99,109,108,103,95,98,107,130
O=c1c2c3c(sc2[nH]c(=S)n1-c1ccc(S(=O)(=O)Nc2ccc(Cl)nn2)cc1)CCCC3,89,91,95,90,101,75,90,90
CCc1nn2c(-c3cc(F)cc(F)c3)c(-c3cc(OC)c(OC)c(OC)c3)nc2s1,80,95,112,102,79,74,104,91
O=C(Cn1cc(-c2ccccc2)nn1)Nc1nc2ccccc2s1,86,103,104,102,113,122,100,107
Cc1nc2nc(C)[nH]c2c(=O)[nH]1,93,106,105,105,98,90,103,105
CN(C)c1ccc(/C=N\c2[nH]c(=S)nc3oc(-c4ccccc4)c(-c4ccccc4)c23)cc1,65,88,98,88,90,84,96,87
CNS(=O)(=O)c1ccc2ccccc2c1,103,105,106,102,109,79,94,109
COc1ccc(-c2c(C#N)c(-c3ccc(Cl)cc3)nc3c2c(-c2ccccc2)nn3-c2ccccc2)cc1,90,99,106,100,98,105,93,112
Cn1c(=O)c2[nH]c(C(F)(F)C(F)(F)C(F)(F)F)nc2n(C)c1=O,x,118,103,110,111,111,107,104
CCOC(=O)C1=CNn2c(nc3sc4c(c3c2=O)CCN(C)C4)N(c2ccc(Cl)cc2)C1=N,93,108,107,105,98,x,103,113
N#Cc1n[nH]n2c1nc(=O)c1sc3c(c12)CCCC3,x,95,114,115,106,97,104,103
O=C(O)C(c1cccs1)C1(O)CCCCC1 (stereo not drawn),118,117,105,107,114,100,103,109
Cc1ccc(N2CCN(C(=S)c3cccs3)CC2)cc1,96,113,100,120,107,99,97,111
CCC(Cc1ccccc1)OC(=O)c1ccccc1C(=O)O (stereo not drawn),80&95,111&108,103&105,95&104,115&111,112&121,110&100,107&123

# Eleven entries from above, arranged by molar mass, smallest number first:
SMILES,CAKI-1,OVCAR-3,OVCAR-8,ACHN,OVCAR-4,A498,OVCAR-5,RXF 393
Cc1nc2nc(C)[nH]c2c(=O)[nH]1,93,106,105,105,98,90,103,105
N#Cc1n[nH]n2c1nc(=O)c1sc3c(c12)CCCC3,x,95,114,115,106,97,104,103
Cc1ccc(N2CCN(C(=S)c3cccs3)CC2)cc1,96,113,100,120,107,99,97,111
O=C(Cn1cc(-c2ccccc2)nn1)Nc1nc2ccccc2s1,86,103,104,102,113,122,100,107
Cn1c(=O)c2[nH]c(C(F)(F)C(F)(F)C(F)(F)F)nc2n(C)c1=O,x,118,103,110,111,111,107,104
CCc1nn2c(-c3cc(F)cc(F)c3)c(-c3cc(OC)c(OC)c(OC)c3)nc2s1,80,95,112,102,79,74,104,91
CN(C)c1ccc(/C=N\c2[nH]c(=S)nc3oc(-c4ccccc4)c(-c4ccccc4)c23)cc1,65,88,98,88,90,84,96,87
COc1ccc(N(Cc2cc(OC)c(OC)c(OC)c2)C2OC(=O)c3ccccc32)cc1OC (stereo not drawn),99,109,108,103,95,98,107,130
CCOC(=O)C1=CNn2c(nc3sc4c(c3c2=O)CCN(C)C4)N(c2ccc(Cl)cc2)C1=N,93,108,107,105,98,x,103,113
COc1ccc(-c2nn(-c3ccccc3)cc2C2CC(c3cc4ccccc4oc3=O)=NN2C(C)=O)cc1 (stereo not drawn),95,111,104,106,107,107,105,127
COc1ccc(-c2c(C#N)c(-c3ccc(Cl)cc3)nc3c2c(-c2ccccc2)nn3-c2ccccc2)cc1,90,99,106,100,98,105,93,112

# Additional results
SMILES,CAKI-1,OVCAR-3,OVCAR-8,ACHN,OVCAR-4,A498,OVCAR-5,RXF 393
COc1ccc(-c2cc(-c3cccc(Cl)c3)c(C#N)c(=O)[nH]2)c(OC)c1,91,91,94,97,92,68,99,91
Cc1ccccc1NC(=O)c1sc2nc3c(cc2c1N)CN(CCc1ccccc1)CC3,92,101,76,96,28,85,95,100
Cc1ccc(S(=O)(=O)OCCO)cc1,x,116,103,114,105,x,112,114
Oc1ccc(/C=N\N=C\c2ccc(O)cc2)cc1,96,113,106,104,105,98,105,95
O=[N+]([O-])c1ccccc1CCc1ccccc1[N+](=O)[O-],99,125,102,108,72,64,93,96
O=C(OCC1OC(n2cnc3c(=S)nc[nH]c32)C(OC(=O)c2ccc(Cl)cc2)C1OC(=O)c1ccc(Cl)cc1)c1ccc(Cl)cc1 (stereo not drawn),79,95,86,86,91,x,82,107
c1ccc(-c2nn[nH]n2)c(-c2ccc(Cn3ccnc3)cc2)c1,100,108,x,101,91,113,106,128
O=[N+]([O-])c1cc([N+](=O)[O-])c(C(F)(F)F)cc1NN=C(c1ccc(O)cc1)c1ccc(O)cc1,98,96,-50*,13,81,103,-6.5*,-58*
C=C(C)[C@@H]1CC[C@]2(C(=O)Nc3ccccn3)CC[C@]3(C)[C@H](CC[C@@H]4[C@@]5(C)CCC(=O)NC(C)(C)[C@@H]5CC[C@]43C)[C@@H]12,77,106,93,102,95,106,97,95
Cc1ccc(N(CC(=O)Nc2ccc(S(=O)(=O)N3CCOCC3)cc2)S(=O)(=O)c2ccc(Cl)cc2)cc1,92,98,99,89,105,83,85,86
CC(=O)Nc1ccc(C(O)c2ccc(NC(C)=O)cc2)cc1,101,98,87,105,90,95,101,102
COc1ccc(-c2nc3ccc(-c4nnc(SCC(=O)Nc5cc(OC)c(OC)c(OC)c5)o4)cc3[nH]2)cc1OC,91,112,95,96,100,64,100,x
CCOC(=O)CCC(NC(=O)CCCCSc1ncnc2nc[nH]c12)C(=O)OCC (stereo not drawn),104,106,99,101,93,103,96,109
COc1cc(-c2ccc(/C=N/NC(=O)c3[nH]c4ccc(Br)cc4c3-c3ccccc3)o2)cc(OC)c1OC,75,96,67,76,92,134,100,89
O=C(Nc1cc(Cl)ccc1Cl)c1ccc(S(=O)(=O)NCc2ccco2)cc1,107,106,101,97,98,85,103,99
